uPA surface inh – qHTS for Inhibitors of Cell Surface uPA Generation; cell surface uPA generation assay, qHTS; Potency, µM (series often up to 38.3 µM), inactives show top-dose activity change, negative = inhibition, usual class: inhibitors; 0.31% of 330,000 active; AID 540303, 2011; active means well fitted inhibition curve with a large enough effect; inconclusive means small, poorly fitted or top-dose-only effect; inactive means no such curve, though single readings can be large or run the other way; tested in mouse RAW 264.7 cells; further: potency means the concentration at half of the fitted maximal effect; on the % scale 0 is the no-effect control and ±100 the full control effect; nearly all actives have a fitted effect of over 55% in size
USP2a inh – qHTS Assay for Inhibitors of Ubiquitin-specific Protease USP2a Using CHOP2 as the Reporter | USP2 core, Ub-CHOP2 coupled fluorogenic reporter, 485/531 | 0.01% of 330,000 active | Potency, µM (top dose mostly 38.3 µM), without a hit: at the highest dose activity change, negative = inhibition, hits mostly inhibitors | Ubiquitin carboxyl-terminal hydrolase 2 (Homo sapiens), O75604;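 further: potency means the concentration at half of the fitted maximal effect; plate controls were DMSO wells for no effect and full inhibition by NEM control for full effect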
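Cell-free coupled assay: 10nM USP2 core preincubated 30min RT with compound in Tris-HCl pH 8.0/CaCl2/CHAPS buffer, then 25nM Ub-CHOP2 and 25nM reporter substrate; fluorescence (Ex 485/Em 531) read after 60min RT, normalized to NEM inhibition, concentration-response curves fitted.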
ELG1 genotoxic – qHTS screen for small molecules that induce genotoxicity in human embryonic kidney (HEK293T) cells expressing luciferase-tagged ELG1. HEK293T ELG1-luciferase reporter, luminescence, 16 h. Potency, µM (doses to about 46 µM), without a hit: at the highest dose activity change, positive = activation, most hits filed as activators. 1.3% of 330,000 active. AID 504466, 2011; further: potency means the concentration at half of the fitted maximal effect; % of control where 0% means no effect; nearly all actives have a fitted effect of over 60% in size
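Genotoxic stress is detected as increased luminescence from luciferase-tagged ELG1 in HEK293T cells, measured with ONE-Glo after a 16 hr treatment at 37 °C.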
TRPV1 agonist – HTS Assay for Compounds that Act as Agonists of the Vanilloid Receptor 1. Transient receptor potential cation channel subfamily V member 1 (Homo sapiens), Q8NER1. TRPV1-expressing cells, Fluo-8 calcium influx, agonist mode. activation, % at 8.33 µM. 0.19% of 320,000 active. AID 540275, 2011; in the data active means activation above about 80%; inconclusive means between about 30% and that limit; further: 0% is about no effect
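Cells expressing TRPV1 were dye-loaded with Fluo-8 and read kinetically: 10 s baseline, 3 min after compound (agonist portion), then 2 min after EC20 capsaicin (allosteric enhancer portion). Calcium-bound dye fluorescence at 480/520 nm.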
B2AR arrestin – qHTS assay of beta-arrestin-biased ligands of beta2-adrenergic receptor | 0.02% of 330,000 active | AID 492947, 2010 | beta-arrestin recruitment to beta2AR, cell-based reporter | Potency, µM (series often up to 46.1 µM), without a hit: top-dose activation, most hits filed as activators | Beta-2 adrenergic receptor (Homo sapiens), P07550;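 further: potency means the concentration at half of the fitted maximal effect; 0% = DMSO controls and full agonism = EC100 isoproterenol or metaproterenol; nearly all actives have a fitted effect of over 65% in size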
Eya2 phos inh – qHTS Assay for Inhibitors of the Phosphatase Activity of Eya2; recombinant Eya2, OMFP fluorescence dephosphorylation (OMFP is methylfluorescein phosphate); Potency, µM (highest dose often 76.9 µM), for inactives: top-dose activity, negative = inhibition, usual class: inhibitors; AID 488837, 2010; 0.006% of 330,000 active; further: potency means the concentration at half of the fitted maximal effect; on the % scale 0 is the no-effect control and ±100 the full control effect
Target sequence (O00167 whole entry, looked up): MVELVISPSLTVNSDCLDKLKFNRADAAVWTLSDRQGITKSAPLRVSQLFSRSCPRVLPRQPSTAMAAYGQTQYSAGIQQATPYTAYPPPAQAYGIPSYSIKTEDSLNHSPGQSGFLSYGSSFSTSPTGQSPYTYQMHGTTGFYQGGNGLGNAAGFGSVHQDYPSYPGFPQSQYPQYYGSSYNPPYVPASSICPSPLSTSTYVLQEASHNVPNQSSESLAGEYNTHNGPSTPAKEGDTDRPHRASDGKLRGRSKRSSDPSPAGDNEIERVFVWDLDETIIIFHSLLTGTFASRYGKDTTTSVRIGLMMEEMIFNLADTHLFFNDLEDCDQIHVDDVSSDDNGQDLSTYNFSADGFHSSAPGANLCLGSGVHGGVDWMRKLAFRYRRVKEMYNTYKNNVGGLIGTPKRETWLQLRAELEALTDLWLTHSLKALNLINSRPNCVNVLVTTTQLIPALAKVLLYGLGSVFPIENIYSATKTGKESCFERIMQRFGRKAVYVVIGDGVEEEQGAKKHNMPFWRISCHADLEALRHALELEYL
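Eya2 (0.2 uM) preincubated 10 min at ambient with compound, then OMFP substrate added at 50 uM; 10 min reaction in 50 mM HEPES pH 7.5, 50 mM NaCl, 5 uM MgCl2, 0.05% BSA, 1 mM DTT. Fluorescence read at Ex 485/Em 525 nm.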
BRCA1 expr act – qHTS Assay to Identify Small Molecule Activators of BRCA1 Expression | Potency, µM (doses to about 46.1 µM), for inactives: at the highest dose activation, most hits filed as activators | MCF7-BRCA1-FFLuc reporter, luminescence, 48 h; response scale: scaled: vehicle 0%, 10 µM genistein 100% | 1.1% of 380,000 active; further: potency means the concentration at half of the fitted maximal effect; nearly all actives have a fitted effect of over 80% in size; some results filed as inactive show a strong effect at the top dose
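First, MCF7-BRCA1-FFLuc cells (2000/well) attach for 2 h; next, compounds are pin-added and incubated 48 h at 37 °C; finally, luciferase reagent is added and luminescence read after 15 min.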
ASM inhibitor – Inhibitors of Secretory Acid Sphingomyelinase (S-ASM): qHTS; 0.006% of 340,000 active; placental ASM, HMU-PC fluorogenic substrate, 60 min; Potency, µM (titrated, usually from 57.5 µM), inactives show at the top dose activity change, negative = inhibition, most hits filed as inhibitors; AID 504937, 2011; further: potency means the concentration at half of the fitted maximal effect
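Human placenta-derived ASM preincubated with compound 10 min at room temperature, then reacted with 9 uM (final) fluorogenic HMU-PC substrate for 60 min at 37 C. Stop solution raises pH to 10; fluorescence read at Ex 386/Em 447 nm.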
TSG101-PTAP inh – qHTS Assay for Iinhibitors of HIV-1 Budding by Blocking the Interaction of PTAP/TSG101 | Tumor susceptibility gene 101 protein (Homo sapiens), Q99816 | Fluorescence polarization, FITC-PTAP peptide / Tsg101 binding | Potency, µM (highest dose often 115 µM), for the others: top-dose activity change, negative = inhibition, actives largely listed as inhibitors | 340,000 tested, under 10 active; active means well fitted inhibition curve with a large enough effect in the main read-out, with a control signal flat, not every such curve was filed as active; inconclusive means small, poorly fitted or top-dose-only effect, or effect the other way, or a change in a side signal; inactive means no such curve, though single readings can be large or run the other way; further: potency means the concentration at half of the fitted maximal effect; % of control where 0% means no effect
Target sequence (Q99816 whole entry, looked up): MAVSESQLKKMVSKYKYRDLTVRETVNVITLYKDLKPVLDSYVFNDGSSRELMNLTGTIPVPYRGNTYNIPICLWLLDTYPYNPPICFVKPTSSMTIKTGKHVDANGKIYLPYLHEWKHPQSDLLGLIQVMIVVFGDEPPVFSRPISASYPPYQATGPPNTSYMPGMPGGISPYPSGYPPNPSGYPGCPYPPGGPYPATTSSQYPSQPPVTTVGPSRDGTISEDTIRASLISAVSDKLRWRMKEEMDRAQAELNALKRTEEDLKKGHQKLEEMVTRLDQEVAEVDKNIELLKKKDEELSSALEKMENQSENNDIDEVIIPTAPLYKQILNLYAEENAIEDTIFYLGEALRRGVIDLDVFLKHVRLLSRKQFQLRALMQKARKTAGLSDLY
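Steps: Tsg101 binding domain dispensed (10 uM final), compounds pinned in DMSO, FITC-labeled PTAP-motif peptide added (50 nM final); after 20 min binding at room temperature, polarization measured.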
p53 reactivator – qHTS assay for re-activators of p53 using a Luc reporter. Potency, µM (top dose mostly 92.2 µM), inactives show at the highest dose activity change, positive = activation, usual class: activators. H1299 p53-A138V BP100-luciferase reporter, luminescence, 24 h. 0.063% of 320,000 active. AID 504706, 2011; further: potency means the concentration at half of the fitted maximal effect; % of control where 0% means no effect; nearly all actives have a fitted effect of over 45% in size
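H1299 (p53-null), stable ts p53-A138V + BP100-Luc; 1000 cells/well, Opti-MEM/10% FBS; cpd 4 pt, 1:5; 24 h, 37 deg C, 5% CO2; detection reagent 10 min RT; luminescence.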
Integrin act MD – qHTS for Activators of Integrin-Mediated Alleviation for Muscular Dystrophy. Potency, µM (top dose mostly 38.3 µM), for inactives: top-dose activation, most hits filed as activators. AID 624291, 2012. 0.064% of 350,000 active. alpha7betagal myoblasts, beta-gal FDG fluorescence, 48 h;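 further: potency means the concentration at half of the fitted maximal effect; 100% = response of the positive control SU9516; nearly all actives have a fitted effect of over 60% in size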
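alpha7betagal+/- myoblasts (passage 13, 250/well) treated 48 h at 37C with compounds at 1:260 dilution of DMSO stock. Lysed, then beta-galactosidase activity read as FDG fluorescence (ex 480/em 540) after 30 min, with pre-read for autofluorescence.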
* marks the source's active call; other numbers are inactive results; ? = inconclusive; · = no result given; [ ] = another dose, or the depositor's remark. Unless noted, the call rests on the fitted dose curve; in most records, active means well fitted curve in the direction sought with a large enough effect; inconclusive means small, poorly fitted or top-dose-only effect, or another doubt; inactive means no such curve, though single readings can be large; an effect the other way counts as inactive or inconclusive.

SMILES	uPA surface inh	USP2a inh	ELG1 genotoxic	TRPV1 agonist	B2AR arrestin	Eya2 phos inh	BRCA1 expr act	ASM inhibitor	TSG101-PTAP inh	p53 reactivator	Integrin act MD
CC[C@@H]1CC=C[C@H]2[C@H]1C(=O)N(Cc1ccccc1)[C@H]2c1ccc2ccccc2c1	·	6.7%	-4.5%	21.6	-0.4%	-3.9%	·	·	·	2.9%	·
Cc1onc(-c2ccccc2)c1C(=O)NCC(O)c1ccccc1 (configuration not stated)	-3.3%	-3.1%	-1.0%	·	-0.7%	8.2%	-0.9%	-5.3%	-1.1%	2.8%	12.1%
COC(=O)C1CCCCN1C(=O)c1cccc(OC2CCN(C(=O)C3CC3)CC2)c1 (configuration not stated)	0.1%	0.4%	-4.1%	-0.3	-1.0%	9.4%	-8.9%	0.0%	·	6.4%	-5.5%
O=C(O)c1ccccc1Sc1c([N+](=O)[O-])cc(C(F)(F)F)cc1[N+](=O)[O-]	-5.3%	1.5%	-0.2%	-2.2	0.1%	9.0%	17.8%	-4.2%	-3.2%	23.4%	-27.8%
NC(=O)CCn1c(C(=O)c2cccc([N+](=O)[O-])c2)c2ccccc2[n+]1[O-]	-0.5%	-1.0%	2.0%	2.9	-0.3%	-7.3%	-26.4%	-8.1%	-0.2%	·	0.0%
Cc1ccccc1NC(=O)Cc1nc(CN(C)CC(=O)Nc2cccc(F)c2)cs1	0.8%	-0.4%	-0.9%	-7.8	0.0%	-14.9%	5.6%	4.6%	4.3%	-5.6%	18.9%
OCCC1CN(Cc2cccn2-c2nccs2)CCN1Cc1ccccc1 (configuration not stated)	3.3%	-2.9%	-4.1%	5.0	-0.1%	2.7%	-20.4%	-0.3%	-3.3%	-5.9%	6.5%
O=C(COC(=O)CCSc1ccc(Cl)cc1)NCc1ccccc1Cl	0.8%	0.0%	0.5%	?	2.8%	-2.2%	7.6%	-0.8%	-4.6%	-5.7%	36.1%
CC(=O)c1c(C)[nH]c(C(=O)CN2C(=O)NC(C)(c3ccc4c(c3)OCO4)C2=O)c1C (configuration not stated)	-16.5%	1.4%	12.5%	-0.3	-0.5%	-2.7%	-35.4%	0.3%	-0.7%	-9.9%	6.9%
CC(C(=O)Nc1ccc(C#N)cc1)N1CCN(C(=O)C2CC2)CC1 (configuration not stated)	0.8%	1.0%	2.1%	2.5	0.0%	-2.9%	-10.2%	4.6%	-4.1%	-1.8%	0.1%
COc1ccc(CCN(C)C(=O)CSc2nc3ncc(Cl)cc3[nH]2)cc1OC	-11.4%	1.3%	-0.5%	-3.0	0.5%	1.6%	-23.3%	-3.2%	-5.6%	-0.9%	-0.9%
CC(Cc1cccnc1)NC(=O)c1cc(COc2c(F)cccc2F)on1 (configuration not stated)	-1.1%	1.3%	-8.0%	-4.6	0.4%	-4.7%	9.3%	0.5%	-2.1%	-0.7%	-18.1%
COC(=O)Cc1cc(=O)[nH]c(/N=C(\N)Nc2ccccc2)n1	·	2.4%	4.0%	-1.0	-1.0%	-5.2%	-0.4%	-2.2%	0.0%	5.0%	9.0%[7.66 µM]
Nc1nc(Nc2ccccc2)sc1C(=O)c1ccccc1	2.8%	3.2%	-3.2%	18.1	0.3%	1.2%	-27.6%	-4.7%	-3.1%	?	-7.3%
O=C(NCc1ccc(F)cc1)Nc1cccc(Cl)c1	3.8%	3.5%	10.0%	25.7	0.0%	2.5%	?	0.7%	-9.4%	8.0%	-13.1%
COC(=O)c1ccc2c(=O)n(CCCCCC(=O)NCc3ccc4c(c3)OCO4)c(=O)[nH]c2c1	·	7.7%	-2.5%	-5.3	0.1%	4.8%	-9.1%	25.1%	-4.6%	-2.6%	-7.4%
COc1cc(C(C)=O)ccc1OCC(=O)Nc1ccc(Cl)c(S(=O)(=O)N2CCOCC2)c1	-0.2%	-2.7%	-2.2%	-0.3	-1.9%	5.8%	-14.2%	-3.1%	-4.4%	-17.3%	22.1%
Cc1cccc(CSCCNC(=O)CN2C(=O)c3ccccc3S2(=O)=O)c1	2.0%	-1.9%	-1.1%	0.6	-0.3%	5.0%	16.1%	-1.9%	-1.3%	6.2%	10.5%
CCC(C)Nc1nc(OC(C(F)(F)F)C(F)(F)F)nc(OC(C(F)(F)F)C(F)(F)F)n1 (configuration not stated)	3.6%	1.7%	-5.7%	10.4	-0.6%	-10.7%	-19.7%	3.4%	-2.2%	7.7%	24.9%
COCCNC(=O)CSc1nc2ccccc2c(=O)n1CCC(=O)N1CCN(c2ccccc2)CC1	-1.7%	-1.3%	-3.2%	-5.4	-0.3%	6.1%	11.1%	3.1%	0.9%	-1.9%	1.7%
CC12CCC(C(N)=O)(C1Br)C2(C)C (configuration not stated)	2.0%	2.3%	-4.1%	5.8	0.0%	6.3%	17.5%	1.4%	1.0%	?	14.3%
COc1cccc(OC)c1OCCCCc1c(C)n[nH]c1C	0.3%	1.5%	-18.4%	3.7	-0.6%	10.9%	-13.9%	5.3%	-7.2%	-5.1%	?
CC1CN(S(=O)(=O)c2ccc(C(=O)Nc3sc4c(c3C(N)=O)CCN(C)C4)cc2)CC(C)O1 (configuration not stated)	·	2.1%	?	0.0	-0.4%	-7.1%	·	·	·	2.8%	·
CCOC(=O)c1c(C)[nH]c(C(=O)Nc2cc(OCC)c(N3CCOCC3)cc2OCC)c1C	9.3%	-2.4%	-0.6%	-0.8	-0.2%	-6.4%	-9.1%	5.2%	-2.6%	-12.7%	9.9%
Cc1nc(SCC(=O)N2CCN(C(=O)c3cccs3)CC2)c2c(C)c(C)sc2n1	-15.6%	0.9%	-3.5%	12.7	-0.8%	-9.0%	-60.6%	-1.6%	-2.2%	-12.2%	-25.2%
COc1cc(CCC(=O)OCC(=O)Nc2ccccc2C#N)cc(OC)c1OC	6.3%	-0.1%	-0.2%	1.6	0.0%	7.9%	-30.0%	-0.4%	-6.5%	-4.7%	43.5%
COc1cc([N+](=O)[O-])ccc1NC(=S)NCc1ccccn1	2.8%	-1.0%	2.7%	0.0	-0.2%	-1.7%	16.4%	-0.3%	-1.5%	?	-7.4%
COc1cc(OC)cc(-c2cc3ccc(F)cc3cn2)c1	?	-2.8%	?	·	-0.5%	-23.6%	?	-10.9%	·	?	-13.7%
O=Cc1ccc(Cl)c(Cl)c1	3.0%	2.0%	-0.3%	2.5	0.2%	10.2%	5.0%	3.5%	-7.5%	-2.6%	·
CCCCC(=O)Nc1nn(CCC)c2nc3ccccc3cc12	-0.2%	1.1%	-5.8%	-4.3	0.1%	9.1%	1.0%	196.5%[activator]	-3.3%	-1.1%	0.0%
Clc1ccc(CNC2CCN(Cc3ccccc3)CC2)cc1	-0.8%	-0.2%	-6.7%	3.1	-0.6%	0.1%	-14.4%	4.3%	-0.9%	?	?
CCSc1nc2cc(C(=O)OC)ccc2c(=O)n1CC	-5.2%	2.7%	-3.0%	11.5	0.1%	-2.2%	-7.9%	-10.1%	-6.2%	-8.3%	1.9%
COc1ccccc1Cn1nnc2c(=O)[nH]c(C3CCN(C(=O)c4ccc(F)cc4)CC3)nc21	-2.8%	2.7%	3.2%	0.2	-0.4%	-7.1%	-29.7%	-3.1%	0.8%	1.4%	4.7%
Cc1cc(F)ccc1S(=O)(=O)NCC(c1cccnc1)N1CCc2ccccc21 (configuration not stated)	-7.4%	0.2%	-2.4%	4.9	0.3%	-5.7%	-24.9%	-4.9%	2.4%	-1.2%	0.0%
O=C(NC1CCCCC1)c1ccc(S(=O)(=O)c2ccccc2)cc1	6.1%	2.5%	-3.5%	?	0.1%	9.1%	-58.4%	-6.1%	-0.1%	-2.2%	-4.2%
C=CC(=O)NC(C)(C)Cc1ccccc1	-1.9%	-2.5%	0.4%	-0.1	-0.2%	9.1%	-1.7%	-0.4%	0.6%	14.0%	3.8%

Assay outcomes from PubChem BioAssay.
